From PubChem BioAssay
USP2a inh = inhibitors of human ubiquitin-specific protease USP2a; USP2 core, Ub-CHOP2 coupled fluorogenic reporter, 485/531; Potency, µM (highest dose often 38.3 µM), for the others: top-dose activity change, negative = inhibition, usual class: inhibitors; 0.01% of 330,000 active; AID 463254;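 further: potency means the concentration at half of the fitted maximal effect; plate controls were DMSO wells for no effect and full inhibition by NEM control for full effect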
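Cell-free coupled assay: 10nM USP2 core preincubated 30min RT with compound in Tris-HCl pH 8.0/CaCl2/CHAPS buffer, then 25nM Ub-CHOP2 and 25nM reporter substrate; fluorescence (Ex 485/Em 531) read after 60min RT, normalized to NEM inhibition, concentration-response curves fitted.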
MBNL1-CUG inh = MBNL1-poly(CUG) RNA binding inhibition; 0.036% of 280,000 active; TR-FRET MBNL1-His/biotin-(CUG)12 binding, 665/545 ratio; Potency, µM (highest dose often 57.5 µM), for the others: at the top dose activity change, negative = inhibition, usual class: inhibitors; AID 2675; active means well fitted inhibition curve with a large enough effect in the signal ratio, with a control signal flat, not every such curve was filed as active; inconclusive means small, poorly fitted or top-dose-only effect, or effect the other way, or a change in a side signal; inactive means no such curve, though single readings can be large or run the other way; the % refers to the signal ratio; further: potency means the concentration at half of the fitted maximal effect; on the % scale 0 is the no-effect control and ±100 the full control effect
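MBNL1-His + Biotin-(CUG)12, cpd titration 92 nM–58 uM; Tb anti-His Ab 0.055 ng/ul, SA-XL665 5 nM (final); 60 min RT; ratiometric 665/545 nm, Ex 340 nm; normalized to buffer and full-complex controls.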
TSHR antag = blocks TSH signaling through the human TSH receptor. P16473. TSHR-expressing cells, TSH-stimulated cAMP HTRF, 2 h; stronger effect = lower value. activity change, negative = inhibition, % at 11.5 µM. 0.2% of 330,000 active. AID 504810;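 active means activity change below a set negative limit, meaning inhibition stronger than a set level, cut at about -70% in these data; inconclusive means activity change between two set negative limits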; further: on the % scale 0 is the no-effect control and ±100 the full control effect
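Read-out is FRET at 665 nm (cryptate excitation 337 nm) from a cryptate-tagged anti-cAMP antibody, competed by cell cAMP against cAMP-d2. Compounds are tested on freshly harvested TSHR cells challenged with 4nM TSH (EC80) for 2 hours at 37 deg C.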
GALK inh = inhibitors of human galactokinase; P51570; Purified GALK, Kinase-Glo residual ATP luminescence; Potency, µM (doses to about 57.5 µM), without a hit: top-dose activity change, negative = inhibition, most hits filed as inhibitors; 0.007% of 270,000 active; AID 1868; further: potency means the concentration at half of the fitted maximal effect; on the % scale 0 is the no-effect control and ±100 the full control effect
Target sequence (P51570 whole entry, looked up): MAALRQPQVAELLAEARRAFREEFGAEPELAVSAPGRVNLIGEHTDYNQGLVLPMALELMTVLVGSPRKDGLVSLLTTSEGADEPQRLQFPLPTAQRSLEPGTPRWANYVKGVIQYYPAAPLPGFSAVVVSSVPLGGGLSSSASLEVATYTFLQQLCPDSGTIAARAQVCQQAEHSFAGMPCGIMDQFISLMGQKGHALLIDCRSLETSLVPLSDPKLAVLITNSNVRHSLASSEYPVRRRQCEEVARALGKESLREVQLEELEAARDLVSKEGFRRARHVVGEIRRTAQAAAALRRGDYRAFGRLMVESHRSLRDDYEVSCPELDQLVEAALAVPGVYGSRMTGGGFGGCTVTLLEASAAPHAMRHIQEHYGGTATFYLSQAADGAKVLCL
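Galactose (100 uM) and ATP (35 uM) were turned over by 5 nM GALK for 1 h at RT. Kinase-Glo Plus then converted the remaining ATP into a luminescent signal.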
BCR signal inh = inhibitors of chronic active B-cell receptor signaling | ABC-DLBCL IkBa-CBG/CBR reporter, luminescence ratio, 4 h | Potency, µM (highest dose often 46.1 µM), for the others: top-dose ratio change, negative = lower green/red ratio, hits mostly inhibitors | 0.05% of 340,000 active | AID 493014; active means well fitted inhibition curve with a large enough effect in the signal ratio, with a control signal flat, not every such curve was filed as active; inconclusive means small, poorly fitted or top-dose-only effect, or effect the other way, or a change in a side signal; the % refers to the signal ratio;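 further: potency means the concentration at half of the fitted maximal effect; plate controls were basal doxycycline-induced cells for no effect and cells given 10 µM MG132 for full effect; MG132 reads +100%, hits lower the ratio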
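Cell line TMD8 (human ABC DLBCL), stably expressing tet-inducible CBG68-IkBa fusion and CBR; IMDM/0.5% FBS; cpd up to 46 uM; dox induction, 4 h, 37C/5% CO2; dual luminescence; green/red ratio; MG132 control.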
Eya2 phos inh = Eya2 (human) phosphatase inhibition. Potency, µM (highest dose often 76.9 µM), for inactives: at the top dose activity, negative = inhibition, hits mostly inhibitors. AID 488837. 0.006% of 330,000 active. O00167. recombinant Eya2, OMFP fluorescence dephosphorylation (OMFP is methylfluorescein phosphate); further: potency means the concentration at half of the fitted maximal effect; on the % scale 0 is the no-effect control and ±100 the full control effect
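Eya2 (0.2 uM) preincubated 10 min at ambient with compound, then OMFP substrate added at 50 uM; 10 min reaction in 50 mM HEPES pH 7.5, 50 mM NaCl, 5 uM MgCl2, 0.05% BSA, 1 mM DTT. Fluorescence read at Ex 485/Em 525 nm.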
Mito fusion act = inhibitors of mitochondrial division or activators of mitochondrial fusion. S. cerevisiae fusion-defective mutant growth rescue, CellTiterGlo 48 h. Potency, µM (highest dose often 46.1 µM), for the others: top-dose growth rescue (activation), most hits filed as activators. 0.23% of 320,000 active;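 further: potency means the concentration at half of the fitted maximal effect; % of control where 0% means no effect; nearly all actives have a fitted effect of over 45% in size; temperature-sensitive fusion mutants such as fzo1-1 at 37 °C on non-fermentable ethanol glycerol medium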
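Read-out: ATP-based luminescence (CellTiterGlo, 10 min ambient) reporting growth of fusion-defective ts yeast after 48 hours at 37C on glycerol/ethanol YPEG medium in the presence of compound.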
PKM2 activator = PKM2 (human) enzyme activation; 0.34% of 260,000 active; AID 1631; P14618; Potency, µM (top dose mostly 57.5 µM), for the others: at the highest dose activation, actives largely listed as activators; purified PKM2, Kinase-Glo ATP luminescence, activation; response scale: 0% is enzyme alone, no compound; further: potency means the concentration at half of the fitted maximal effect; on the % scale 0 is the no-effect control and ±100 the full control effect; nearly all actives have a fitted effect of over 55% in size
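Purified hPK-M2 (>95%) run at intermediate activity with 0.1 mM ADP and 0.5 mM PEP in 50 mM imidazole pH 7.2, KCl, MgCl2; 1 h room temperature. ATP formed read by Kinase-Glo luminescence; normalized to uninhibited and no-enzyme controls.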
ASM inhibitor = blocks human secretory acid sphingomyelinase; P17405; placental ASM, HMU-PC fluorogenic substrate, 60 min; Potency, µM (top dose mostly 57.5 µM), without a hit: at the top dose activity change, negative = inhibition, usual class: inhibitors; 0.006% of 340,000 active; AID 504937; further: potency means the concentration at half of the fitted maximal effect
Target sequence (P17405 47-631 limits assumed): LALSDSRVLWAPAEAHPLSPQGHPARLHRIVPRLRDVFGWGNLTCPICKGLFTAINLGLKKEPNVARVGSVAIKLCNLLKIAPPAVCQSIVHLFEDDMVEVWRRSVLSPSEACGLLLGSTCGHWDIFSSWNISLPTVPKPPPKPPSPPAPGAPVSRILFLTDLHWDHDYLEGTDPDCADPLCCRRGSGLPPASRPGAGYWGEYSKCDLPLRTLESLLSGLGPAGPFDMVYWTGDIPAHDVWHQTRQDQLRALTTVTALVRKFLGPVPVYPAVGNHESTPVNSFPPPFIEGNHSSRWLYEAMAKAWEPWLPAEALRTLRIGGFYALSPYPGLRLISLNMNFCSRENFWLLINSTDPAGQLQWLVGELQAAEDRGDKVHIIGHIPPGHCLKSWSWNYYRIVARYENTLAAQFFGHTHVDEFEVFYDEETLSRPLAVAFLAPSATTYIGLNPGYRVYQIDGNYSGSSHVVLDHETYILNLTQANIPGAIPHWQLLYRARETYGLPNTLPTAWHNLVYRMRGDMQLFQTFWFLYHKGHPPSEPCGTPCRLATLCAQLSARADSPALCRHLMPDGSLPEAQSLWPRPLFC
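Human placenta-derived ASM preincubated with compound 10 min at room temperature, then reacted with 9 uM (final) fluorogenic HMU-PC substrate for 60 min at 37 C. Stop solution raises pH to 10; fluorescence read at Ex 386/Em 447 nm.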
Menin MLL FP TR = inhibitors of human menin-MLL interaction, mutant MLL peptide. O00255. Menin + Texas Red MLL mutant peptide, fluorescence polarization. Potency, µM (titrated, usually from 61.6 µM), for the others: top-dose FP activity change, negative = inhibition, hits mostly inhibitors. 0.23% of 270,000 active. AID 1768; active means well fitted inhibition curve with a large enough effect in the polarisation, with a control signal flat, not every such curve was filed as active; inconclusive means small, poorly fitted or top-dose-only effect, or effect the other way, or a change in a side signal; inactive means no such curve, though single readings can be large or run the other way; the % refers to the polarisation; further: potency means the concentration at half of the fitted maximal effect; % of control where 0% means no effect; many of its hits are not listed in these tables
hERG WT inh = blocks the wildtype human KCNH2 potassium channel; 0.37% of 340,000 active; activity change, % at 1.84 µM; U2OS, BacMam KCNH2, thallium flux FluxOr; stronger effect = lower value; AID 720551;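 active means maximum activity change below -70%; inconclusive means maximum activity change between -70% and -50%; inactive means maximum activity change above -50%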; further: on the % scale 0 is the no-effect control and ±100 the full control effect
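U2OS cells transduced with wild-type KCNH2 virus are loaded with FluxOr dye for 45 min, and thallium flux is measured in kinetic reads before and after stimulation buffer. Rate constants are normalized to DMSO controls.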
* marks the source's active call; other numbers are inactive results; u = inconclusive; x = no result given; & = joins results of further samples. Unless noted, the call rests on the fitted dose curve; in most records, active means well fitted curve in the direction sought with a large enough effect; inconclusive means small, poorly fitted or top-dose-only effect, or another doubt; inactive means no such curve, though single readings can be large; an effect the other way counts as inactive or inconclusive. Some of the compounds tested (hit frequency here may not be typical).

The opening 2 compounds (preview)
Fields: Mito fusion act	USP2a inh	Eya2 phos inh	Menin MLL FP TR	BCR signal inh	GALK inh	PKM2 activator	TSHR antag	MBNL1-CUG inh	ASM inhibitor	hERG WT inh
(1) Cn1c(CCc2ccccc2)nnc1SCC(N)=O
    -2%	4%	1%	-18%	1%	-3%	2%	3	-2%	5%	3
(2) O=C(NCc1ccccc1)C1CC2CCCC(C1)C2=O (stereo not drawn)
    -2%	3%	-2%	-9%	6%	0%	8%	1	0%	-1%	14

All compounds of this part, previewed entries included:
Fields: Mito fusion act	USP2a inh	Eya2 phos inh	Menin MLL FP TR	BCR signal inh	GALK inh	PKM2 activator	TSHR antag	MBNL1-CUG inh	ASM inhibitor	hERG WT inh
(1) Cn1c(CCc2ccccc2)nnc1SCC(N)=O
    -2%	4%	1%	-18%	1%	-3%	2%	3	-2%	5%	3
(2) O=C(NCc1ccccc1)C1CC2CCCC(C1)C2=O (stereo not drawn)
    -2%	3%	-2%	-9%	6%	0%	8%	1	0%	-1%	14
(3) CN(C)/C=C(/C(=O)c1ccc(Cl)cc1Cl)S(=O)(=O)c1ccccc1
    2%	-2%	9%	10%	-4%	3%	-1%	18	-1%	-2%	-3
(4) CC(C)OP(=O)(OC(C)C)C(O)c1ccc(N(C)C)cc1 (stereo not drawn)
    2%	4%	-16%	x	3%	1%	2%	2	-1%	6%	-1
(5) CC(C)(O)/C=C/C[C@](C)(O)C1CC[C@]2(C)C1[C@H](O[C@H]1O[C@@H](CO)[C@H](O)[C@@H](O)[C@@H]1O)CC1[C@@]3(C)CC[C@H](O)C(C)(C)C3[C@@H](O)C[C@]12C (stereo partly drawn)
    x	1%	5%	x	3%	x	x	-8	x	3%	18
(6) COc1ccc(N2CCN(C(=O)c3cccs3)CC2)cc1
    6%	-1%	-1%	-20%	2%	-5%	9%	-12	-5%	1%	2
(7) O=C(Nc1ccccc1)OC(CN1CCCCC1)C(F)(F)F (stereo not drawn)
    2%	-1%	-14%	10%	-4%	-3%	2%	15	-3%	1%	-5
(8) Cc1cccc(NC(=O)CSc2nnc(-c3cc(C)[nH]n3)n2N)c1
    0%	4%	-6%	x	0%	-4%	x	-5	3%	-2%	1
(9) CC(C)(C)c1ccc(NC(=S)NCCc2ccccn2)cc1
    -5%	2%	-9%	x	-1%	1%	-1%	-2	-2%	3%	-4
(10) COc1ccc(S(=O)(=O)N2CCC(C(=O)NCc3ccco3)CC2)cc1C
    -2%	1%	-2%	2%	6%	5%	x	7	2%	-19%	-10
(11) Cc1cc(C)nc(N(C#N)Cc2ccc(Br)cc2)n1
    u	-1%	-13%	-5%	-3%	1%	2%	x	-4%	-1%	-22
(12) Cc1cc(=O)[nH]c(SCC2COC3(CCCCC3)O2)n1 (stereo not drawn)
    1%	-4%	-23%	-7%	u	0%	0%	2	-6%	-2%	11
(13) O=C(Nc1cc(C(F)(F)F)ccc1Cl)c1cc2nc3c(c(C(F)(F)F)n2n1)CCCC3
    -2%	1%	-1%	9%	1%	0%	-9%	14	2%	2%	-18
(14) CNS(=O)(=O)c1cc(NC(=O)CCCNC(=O)c2ccc(Cl)cc2)ccc1C
    -3%	-2%	4%	7%	1%	0%	-1%	-9	-11%	0%	-3
(15) O=C(NCCCCc1ccccc1)C1CC(c2cccc([N+](=O)[O-])c2)=NO1 (stereo not drawn)
    3%	-7%	-30%	1%	0%	-1%	-2%	-2	u	-2%	6
(16) CCNc1nc2c(c(=O)n(C)c(=O)n2C)n1Cc1ccc(Cl)cc1
    -2%	1%	-6%	9%	u	x	21%	-21	-1%	2%	-3
(17) O=C(Nc1cccc(C(F)(F)F)c1)c1n[nH]c(Cn2cncn2)n1
    -1%	2%	-3%	x	17%	-2%	-9%	9	-6%	5%	-14
(18) CC(C)(C)c1ccc(/C=C/C(=O)Nc2nncs2)cc1
    -2%	-1%	-1%	14%	7%	1%	6%	12	-7%	9%	14
(19) Cc1ccc(NC(=S)N2CCSC2c2cccs2)cc1 (stereo not drawn)
    3%	3%	-7%	-2%	u	-1%	-12%	2	3%	4%	2
(20) Cc1ccc(C(=O)Nc2nccs2)cc1S(=O)(=O)N1CCCCC1
    -2%	5%	-17%	u	u	-1%	0%	-7	-1%	-11%	-4
(21) Cc1ccc(/C=N/NC(=O)c2cc(C3CC3)nc3ccccc23)o1
    3%	-1%	2%	-3%	u	2%	-15%	19	18%	4%	-11
(22) COc1ccc(Oc2cc(NN3CCCCC3)c([N+](=O)[O-])cc2[N+](=O)[O-])cc1OC
    -5%	-1%	-11%	u	11%	x	-7%	-8	u	4%	-3
(23) O=C(Cn1cnc2ccccc2c1=O)N/N=C/c1ccc(Br)cc1
    -2%	0%	5%	x	1%	2%	1%	4	-5%	-1%	1
(24) CCOC(=O)N1CCC(N(CCCOC)C(=O)Nc2ccc(CC)cc2)CC1
    2%	-2%	10%	-17%	0%	3%	2%	-6	0%	3%	15
(25) N#C/C(=C(/O)COc1ccc(Cl)cc1)c1nc2ccccc2s1
    5%	1%	12%	u	u	u	14%	-29	-2%	0%	-2
(26) Cc1ccc(CNC(=O)c2oc3ccc(S(=O)(=O)N4CCC5(CC4)OCCO5)cc3c2C)cc1
    11%	-2%	3%	-1%	-3%	0%	-4%	-16	2%	-3%	-10
(27) CCn1c(SCC(=O)N(C)CC(=O)Nc2ccc(OC)cc2)nnc1-c1ccco1
    1%	1%	2%	x	-19%	x	x	2	x	3%	50
(28) COC(=O)c1ccc(CN2CCN(C3CCCCC3)C(CCO)C2)cc1 (stereo not drawn)
    -4%	2%	5%	-6%	1%	-1%	-1%	0	-2%	1%	45
(29) Cc1c(CN2CCCCC2C)c(=O)n(-c2ccccc2)n1C (stereo not drawn)
    0%	2%	-2%	-12%	0%	-1%	1%	3	-2%	3%	39
(30) CC1/C(=N/O)CC(c2ccccc2)N(C)C1c1ccccc1 (stereo not drawn)
    -16%	-1%	5%	-1%	1%	0%	12%	-37	-1%	-3%	-7
(31) CN1C(=O)/C(=C/c2ccccc2OCc2ccc(F)cc2)N(C)C1=S
    3%	1%	4%	-5%	9%	-3%	-2%	10	u	-1%	9
(32) O=C(/C=C/c1cccnc1)c1ccc(F)c(F)c1
    -7%	-3%	-10%	-5%	-16%	8%	13%	-6	3%	-2%	-7
(33) Cc1cccc(NC(=S)N/C(=N/S(=O)(=O)c2ccccc2)c2ccccc2)c1
    -18%	-1%	14%	6%	-12%	-3%	6%	-4	5%	2%&-3%	5&-9

Quoted at random: 2 compounds from above.
Fields: Mito fusion act	USP2a inh	Eya2 phos inh	Menin MLL FP TR	BCR signal inh	GALK inh	PKM2 activator	TSHR antag	MBNL1-CUG inh	ASM inhibitor	hERG WT inh
(32) O=C(/C=C/c1cccnc1)c1ccc(F)c(F)c1
    -7%	-3%	-10%	-5%	-16%	8%	13%	-6	3%	-2%	-7
(31) CN1C(=O)/C(=C/c2ccccc2OCc2ccc(F)cc2)N(C)C1=S
    3%	1%	4%	-5%	9%	-3%	-2%	10	u	-1%	9
